Furin inh: human furin inhibitors, primary screen, biochemical, fluorescence intensity; P09958; purified furin, fluorogenic substrate cleavage; inhibition, % at 30 µM; hit rate 0.061% among 220,000; in the data active = inhibition above about 25%; also: inactives centre near -15
Target sequence (P09958 108-714 limits assumed): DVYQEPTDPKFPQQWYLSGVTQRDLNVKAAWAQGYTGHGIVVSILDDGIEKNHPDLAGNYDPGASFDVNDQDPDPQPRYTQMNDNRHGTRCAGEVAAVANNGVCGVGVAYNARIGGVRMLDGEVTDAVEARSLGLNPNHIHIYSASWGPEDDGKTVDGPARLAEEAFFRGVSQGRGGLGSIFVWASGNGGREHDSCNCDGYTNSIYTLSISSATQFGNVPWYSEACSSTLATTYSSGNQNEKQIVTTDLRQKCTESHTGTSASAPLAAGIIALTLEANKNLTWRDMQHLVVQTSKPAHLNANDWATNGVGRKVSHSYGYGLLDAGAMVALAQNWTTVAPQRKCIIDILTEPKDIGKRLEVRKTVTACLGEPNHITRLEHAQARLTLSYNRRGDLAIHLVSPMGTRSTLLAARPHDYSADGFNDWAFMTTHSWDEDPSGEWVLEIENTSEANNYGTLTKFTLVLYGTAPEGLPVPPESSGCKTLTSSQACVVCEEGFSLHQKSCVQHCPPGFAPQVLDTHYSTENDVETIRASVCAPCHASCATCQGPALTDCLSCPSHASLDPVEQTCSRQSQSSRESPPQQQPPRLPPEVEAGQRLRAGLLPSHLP
PERK inh: block of dimerizer-induced PERK translation repression, primary screen, PERK inhibitor project, CHO PERK-DD cells, SEAP luminescence, HTS; Eukaryotic translation initiation factor 2-alpha kinase 3 (Homo sapiens), Q9NZJ5; CHO PERK-DD fusion, SEAP luminescence translation reporter; inhibition, % at 5.6 µM; hit rate 0.17% among 220,000; AID 1416, 2008;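 active = inhibition above the mean inhibition of all tested compounds plus 3 SD, set separately per screening campaign, cut at about 2.9% in these data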;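 also: PERK kinase domain activated by AP20187 dimerizer at 100 nM; 0% = DMSO with dimerizer and 100% = rapamycin at 8.4 µM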
Thrombin inh: human alpha-thrombin inhibitors, primary screen, counter-screen for coagulation protease inhibitor project, biochemical, 1536-well, fluorogenic AMC substrate; Boc-VPR-AMC fluorogenic substrate cleavage; inhibition, % at 5 µM; hit rate 0.26% among 220,000; AID 1046, 2008;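 active = inhibition at or above 40%; inactive = inhibition below 40%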;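 also: 0% = enzyme with no compound and 100% = wells without enzyme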
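System – human alpha-thrombin · Medium – pH 7.5 Tris (50 mM) with NaCl 150 mM, Tween 20 0.05% · Compound – single-point dosing at 5 µM, 0.2% DMSO · Incubation – enzyme reaction carried out at room temperature · Technique – fluorescence of released AMC, ex 355 nm, em 460 nm · Read-out basis – % inhibition of thrombin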
KLK5 inh: human KLK5 protease inhibitors, primary screen, biochemical, 1536-well; inhibition, % at 5 µM; hit rate 0.59% among 210,000; recombinant hK5, fluorogenic AMC substrate cleavage;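 active = inhibition of 40% or more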;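 also: 0% = enzyme controls without compound and 100% = no-enzyme blanks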
FXIa inh 1536: human FXIa protease inhibitors, primary screen, biochemical, 1536-well; Coagulation factor XI (Homo sapiens), P03951; purified FXIa, Boc-Glu-Ala-Arg-AMC fluorogenic substrate; inhibition, % at 5 µM; hit rate 0.14% among 220,000;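 active = inhibition of at least 40%; inactive = inhibition below 40%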;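 also: fluorescence of freed AMC excited at 355 nm; 0% = enzyme without compound and 100% = no enzyme blank; many of its hits are not listed in these tables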
Rad51 HR inh: human RAD51 strand exchange inhibitors, primary screen, biochemical, fluorescence | inhibition, % at 10 µM | AID 1385, 2008 | hit rate 0.085% among 200,000 | hRad51 DNA strand exchange, fluorescence dequenching;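 active = inhibition above 40% at the single screening dose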;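 also: 0% = DMSO control wells and 100% = blanks with heterologous ssDNA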
Target sequence (Q06609 whole entry, looked up): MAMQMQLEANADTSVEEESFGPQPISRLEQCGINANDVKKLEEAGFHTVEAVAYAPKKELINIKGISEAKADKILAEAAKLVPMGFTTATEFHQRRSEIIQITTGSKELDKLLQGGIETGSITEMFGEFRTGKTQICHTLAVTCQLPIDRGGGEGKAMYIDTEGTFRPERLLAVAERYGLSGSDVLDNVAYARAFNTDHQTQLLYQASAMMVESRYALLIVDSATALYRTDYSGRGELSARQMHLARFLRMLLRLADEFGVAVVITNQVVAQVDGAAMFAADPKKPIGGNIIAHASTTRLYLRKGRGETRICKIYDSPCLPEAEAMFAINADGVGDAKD
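Assay system: Human Rad51 nucleoprotein filaments preassembled on unlabelled ssDNA | Reagent: Donor/quencher-labelled 47-bp dsDNA substrate | Doses: One concentration, 10 µM final | Times: 37 °C 15-min filament assembly, 30-min compound preincubation, 15-min exchange | Technique: Fluorescein emission 520 nm, excitation 485 nm | Benchmarks: Plate control and blank wells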
FXIIa inh 1536: human FXIIa protease inhibitors, primary screen, biochemical, 1536-well; Coagulation factor XII (Homo sapiens), P00748; purified FXIIa, Boc-QGR-AMC fluorogenic substrate, 2 h; inhibition, % at 5 µM; hit rate 0.3% among 220,000; AID 800, 2007; in the data active = inhibition above about 40%;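 also: 0% = enzyme with no compound and 100% = blank without enzyme; many of its hits are not listed in these tables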
KCC2 mod: KCC2 cotransporter modulators, thallium flux, primary screen, cell-based, HEK293 KCC2, FluoZin-2 fluorescence, MLSMR; Solute carrier family 12 member 5 (Homo sapiens), Q9H2X9; KCC2 cells, thallium flux FluoZin-2 fluorescence; B-score of Tl+ flux slope (higher = more flux/activation; lower = inhibition) at 10 µM; hit rate 2.2% among 190,000; AID 1456, 2008;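 active = thallium flux slope and its plate-corrected score both differing from the plate sample mean at a set confidence after two filtering rounds, in either direction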;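 also: slope of fluorescence scaled to starting intensity during 10 to 20 s after thallium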
m-calpain inh: inhibitors of pig calpain II, primary screen, biochemical, fluorogenic peptide substrate, 1536-well. purified calpain II, 30 min. inhibition, % at 16 µM. hit rate 0.37% among 220,000. AID 1236, 2008;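 active = inhibition above about 50%, limit read from the data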
An asterisk follows results filed as active; i = inactive; . = not tested or not shown; [ ] = another dose, or the depositor's remark. The list is partial (hit frequency here may not be typical).

mol	Furin inh	PERK inh	Thrombin inh	KLK5 inh	FXIa inh 1536	Rad51 HR inh	FXIIa inh 1536	KCC2 mod	m-calpain inh
CCOc1ccc(-c2nnc(Nc3ccc(OC)c(C(=O)N4CCCCC4)c3)c3ccccc23)cc1	-4	-1.4	11	20	6	-4	12	-0.55	11
CN=c1scc(-c2ccccc2F)n1/N=C/c1ccc(O)c(O)c1O	-11	-0.3	-13	-8	-4	-10	2	-0.35	-4
COCc1cc(C)nc(SCC(=O)Nc2cc3c(cc2C#N)OCO3)c1C#N	-23	0.5	-5	-4	0	-3	9	.	-1
CC(C)(C)OC(=O)NNC(=S)NC1CCCCC1	-27	2.3	1	-10	-4	16	5	0.0036	-14
Cc1ccc2c(c1)nnn2C1CCN(S(=O)(=O)c2ccc(C(=O)N(C)C3CCCCC3)cc2)CC1	-26	0.9	-5	-10	-8	3	-2	0.67	7
CC1=CC(C)(C)N2C(=O)C3(SCC(=O)N3c3ccc(O)cc3)c3cc(C)cc1c32 (stereo not drawn)	-3	0.2	-9	1	-1	-2	-4	.	13
O=S(=O)(c1ccc(S(=O)(=O)N2CCN(Cc3ccccc3)CC2)cc1)N1CCOCC1	-13	2.2	-3	-19	5	0	10	-0.15	10
Cc1nc2nc(C)c(CCC(=O)Nc3ccc4c(c3)OCO4)c(C)n2n1	-28	0.3	1	-12	6	-5	7	0.45	-22
O=C1CSCN1c1ccc(Cl)c(Cl)c1	-15	2.2	4	-10	-5	-25	3	-1	-9
CS(=O)(=O)N(CC(=O)Nc1ccc2c(c1)OCO2)c1ccccc1	-9	1.7	-5	-23	-21	-2	6	-0.33	-2
Cc1ccccc1Nc1c(-c2cccnc2)nc2ccccn12	-6	-1.2	-9	-4	-6	-13	-1	0.047	26
COCCN(C(=O)Cc1cccs1)C(C(=O)NC1CCCC1)c1ccc(OC)c(OC)c1 (stereo not drawn)	-28	0.0	-4	5	1	2	11	.	-12
C/C(=N/NS(C)(=O)=O)c1ccc2ccccc2c1	-11[20 µM]	1.1	3	-2	0	-5	9	0.21	7
CC(C)(C)CC(=O)Nc1cccc(-c2cn3cccnc3n2)c1	-39	0.3	-14	-7	-9	-4	-1	-0.25	i
COc1ccc(C(C(=O)NC2CCCC2)N2CCc3ccccc32)cc1 (stereo not drawn)	-10	0.4	-3	-8	7	3	18	0.017	-22
Nn1c(SCC(=O)NCc2ccccc2)nncc1=O	-9	0.5	-1	-3	4	3	8	2.4	-12
O=C1OCCN1CCNCc1cn(-c2ccc(F)cc2)nc1-c1ccccc1Cl	-35	0.0	-8	-2	-4	5	6	0.29	-9
Cc1ccccc1Oc1cc(NC(=O)CCCn2nc(C)c([N+](=O)[O-])c2C)cc([N+](=O)[O-])c1	-8	-0.9	-12	-21	-1	3	1	0.33	10
O=C1c2nc3cc(-c4ccco4)[nH]n3c(=O)c2CN1C1CCCCC1	-9	1.2	-8	-5	-2	-4	0	-1.4	-313
CCOc1cccc(C2C(C#N)=C(N)Oc3cc(C)oc(=O)c32)c1OCC (stereo not drawn)	-12	-0.1	-1	-18	-4	-2	9	-0.0043	-22

Limited to FXIa inh 1536, PERK inh and Furin inh (4 entries from above):
canonical_smiles,FXIa inh 1536,PERK inh,Furin inh
Cc1ccccc1Nc1c(-c2cccnc2)nc2ccccn12,-6,-1.2,-6
CN=c1scc(-c2ccccc2F)n1/N=C/c1ccc(O)c(O)c1O,-4,-0.3,-11
Cc1ccc2c(c1)nnn2C1CCN(S(=O)(=O)c2ccc(C(=O)N(C)C3CCCCC3)cc2)CC1,-8,0.9,-26
O=S(=O)(c1ccc(S(=O)(=O)N2CCN(Cc3ccccc3)CC2)cc1)N1CCOCC1,5,2.2,-13

(next part)
mol	Furin inh	PERK inh	Thrombin inh	KLK5 inh	FXIa inh 1536	Rad51 HR inh	FXIIa inh 1536	KCC2 mod	m-calpain inh
O=C(OCc1cccnc1)C1=Cc2ccccc2OC1	-18	0.2	-3	-11	-4	5	-2	-0.67	-2
Cc1ccc(NC(=O)COC(=O)CCC(=O)c2ccc(Cl)cc2)cc1S(=O)(=O)N(C)C	-10	0.5	-8	18	6	0	4	-1.5	28
NS(=O)(=O)c1ccc(NC(=O)COC(=O)C2(c3ccc(F)cc3)CCCC2)cc1	-17	0.4	-9	-17	5	-3	6	0.0019	16
CCCCC(=O)Nc1ccc(NC(=O)c2ccccc2OC)cn1	-19	-1.3	-1	-27	-1	1	11	-0.02	-2
Cc1ccc(Nc2nc3c(c(=O)[nH]2)CCCC3)cc1	-17[20 µM]	0.5	2	-9	6	-5	14	0.14	-2
CC(=O)c1cccc(N=c2scc(-c3ccc(S(=O)(=O)N4CCOCC4)cc3)n2CCO)c1	-15	-0.1	-1	-12	21	-27	26	-0.56	-13
Cn1cccc1Cc1nnc(SCC(=O)NCCc2ccccc2)n1-c1ccc(F)cc1	-29	0.4	0	1	7	-2	16	.	-7
COc1ccc(OC)c(NC(=O)COC(=O)c2ccc(S(=O)(=O)N3CCOCC3)cc2)c1	-9	0.6	-4	-7	-12	0	4	0.35	-32
COc1cccc(OCCOCC(O)CN2CCN(Cc3ccc(Cl)cc3)CC2)c1 (stereo not drawn)	-23	-0.4	-3	-14	3	10	9	-0.25	-2
CCn1c(-c2ccc(C)cc2)n[nH]c1=S	-19[20 µM]	0.5	-10	-20	2	2	-4	.	8
O=C1NC(=O)C(CC(=O)N(Cc2ccco2)C2(C(=O)NC3CCCCC3)CCCCC2)N1 (stereo not drawn)	-17	0.8	2	-2	5	7	15	1.1	10
O=c1c2c(nc3nc(SCc4ccccc4)[nH]n13)CCC2	-12	0.1	3	-9	5	4	21	-1.7	0
Cn1c(=O)c2c(ncn2CCC(=O)N/N=C/c2cccnc2)n(C)c1=O	-13	-1.1	2	0	3	-1	11	0.86	-14
CCNC(=S)/N=C(/Nc1ccccc1)Nc1nc(C)cc(C)n1	-7	-1.9	1	3	2	4	7	-0.1	4
O=C(CN1CCSCC1)N1CCc2[nH]c3ccc(Br)cc3c2C1	-9[20 µM]	-0.2	1	-1	5	-2	7	0.69	10
CCN(CC)C(=O)[C@]1(c2ccccc2)C[C@@H]1CN	.	0.7	.	.	.	-5	.	0.76	-4
CCOc1ccc(Oc2cc(N)cc([N+](=O)[O-])c2)cc1	-28	0.7	-14	5	-1	-14	5	1.5	25
CC(NC(=O)/C(=C\c1cccc([N+](=O)[O-])c1)NC(=O)c1ccco1)C(=O)O (stereo not drawn)	-22[20 µM]	1.9	-3	2	-4	1	6	-0.032	-16
CCOC(=O)c1cccc(NC(=O)c2cccs2)c1	-22	-1.3	-2	4	0	2	12	-1.5	-11
N#Cc1nc(-c2cccs2)oc1NCCN1CCOCC1	-167	0.4	-3	-6	1	.	7	0.43	i

Whole records as entered above. Order of values: Furin inh	PERK inh	Thrombin inh	KLK5 inh	FXIa inh 1536	Rad51 HR inh	FXIIa inh 1536	KCC2 mod	m-calpain inh
Entry for Cc1ccc(NC(=O)COC(=O)CCC(=O)c2ccc(Cl)cc2)cc1S(=O)(=O)N(C)C : -10	0.5	-8	18	6	0	4	-1.5	28
Entry for CS(=O)(=O)N(CC(=O)Nc1ccc2c(c1)OCO2)c1ccccc1 : -9	1.7	-5	-23	-21	-2	6	-0.33	-2
Entry for CCn1c(-c2ccc(C)cc2)n[nH]c1=S : -19[20 µM]	0.5	-10	-20	2	2	-4	.	8
Entry for Cn1c(=O)c2c(ncn2CCC(=O)N/N=C/c2cccnc2)n(C)c1=O : -13	-1.1	2	0	3	-1	11	0.86	-14
Entry for O=C1c2nc3cc(-c4ccco4)[nH]n3c(=O)c2CN1C1CCCCC1 : -9	1.2	-8	-5	-2	-4	0	-1.4	-313

Further entries.
mol	Furin inh	PERK inh	Thrombin inh	KLK5 inh	FXIa inh 1536	Rad51 HR inh	FXIIa inh 1536	KCC2 mod	m-calpain inh
CCOc1ccccc1N1CCN(C(=O)Nc2cccc(Cl)c2)CC1	-7[20 µM]	-0.7	-8	6	-8	0	-3	-1.8	4
COc1ccc(CC(=O)Nc2cccc3ncccc23)cc1OC	-16	-0.1	2	-11	-5	4	8	0.43	-15
CCn1c2ccccc2c2cc(NC(=O)c3ccc(Br)o3)ccc21	-13[20 µM]	0.2	2	1	-3	-9	11	0.18	-1
COc1cc(C2C(C(C)=O)=C(C)Nc3ncnn32)ccc1O (stereo not drawn)	-17	1.0	-6	-16	-2	-3	-4	.	-2
C/C(Cl)=C\Cn1c(N2CCCCCC2)nc2c1c(=O)n(C)c(=O)n2C	-25[20 µM]	0.2	3	0	-2	5	7	.	9
Cc1sc2ncnc(SCC(=O)Nc3nc(-c4ccc(F)c(F)c4)cs3)c2c1C	-20	1.6	-3	.	0	.	10	45*	-23
O=C(c1ccc2c(Cl)c3c(nc2c1)CCCC3)N1CCC(N2CCCCC2)CC1	-13	-0.8	-1	-8	3	-5	9	-1.3	-12
Cc1ccc(C(=O)N/N=C\c2cc(Br)c(Br)o2)cn1	-17	0.6	-3	6	7	-13	7	1.9	16
CN1CCN(C(=O)c2cc3c(C(F)(F)F)nn(C)c3s2)CC1	-6[20 µM]	-0.2	4	48*	-5	-6	2	0.7	6
Cc1ccc(-c2nn(-c3ccccc3)cc2/C=C2\SC(=S)N(CC(=O)O)C2=O)cc1	8	-0.1	20	33	24	.	31	-0.42	49
O=C1CC(Sc2cccs2)C(=O)N1c1ccccc1 (stereo not drawn)	-12	1.6	-7	2	4	.	5	-0.1	15
COc1ccc(/C=C/C(=O)Nc2cc(C)nn2-c2nc3ccccc3[nH]2)cc1	-7	1.9	-5	-25	5	-3	7	0.0064	-70
Cc1cnc(C(=O)Nc2cc(F)ccc2C)cn1	-9	-0.2	0	-3	-5	-2	3	.	7
CC(C)c1cc(NC(=O)c2ccccc2)cc(C(C)C)c1O	-29	0.7	-8	-3	-6	-9	3	0.0038	-6
C/C(=N\NC(=S)Nc1ccc(C)cc1)c1cccc(N)c1	-8	-0.3	-4	-13	-5	-4	4	9.4*	-36
COc1ccc(NC(=O)COC(=O)c2c(F)cccc2Cl)cc1OC	-7	1.0	-3	-5	-2	7	2	-0.056	9

Random excerpt: 2 records from the list, in no set order.
mol	Furin inh	PERK inh	Thrombin inh	KLK5 inh	FXIa inh 1536	Rad51 HR inh	FXIIa inh 1536	KCC2 mod	m-calpain inh
COc1ccc(NC(=O)COC(=O)c2c(F)cccc2Cl)cc1OC	-7	1.0	-3	-5	-2	7	2	-0.056	9
C/C(=N\NC(=S)Nc1ccc(C)cc1)c1cccc(N)c1	-8	-0.3	-4	-13	-5	-4	4	9.4*	-36

From PubChem
